Source: PubChem BioAssay
VLA-4 inh: inhibition in human VLA-4 binding assay, primary screen, VLA-4 allosteric modulator project, MLPCN library, flow cytometry, VLA-4 expressing cells | AID 2557, 2010 | inhibition, % (about 7 µM as worked out from the volumes in the protocol) | Integrin alpha-4 (Homo sapiens), P13612 | hit rate 0.2% among 330,000 | ligand binding flow cytometry; in the data active = inhibition above about 50%
GRK2 aptamer HTS: compounds blocking aptamer binding on GRK2 – biochemical, human GRK2, bead flow cytometry, HTS, primary screen; Beta-adrenergic receptor kinase 1 (Homo sapiens), P25098; FAM-aptamer displacement from GRK2; inhibition of aptamer binding, % at 10 µM; hit rate 0.59% among 330,000; AID 488847, 2010;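 active = inhibition of aptamer binding above 40%, roughly 3 SD of noise, on plates passing a quality check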;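 also: median bead fluorescence of bound FAM aptamer so fluorescent compounds give negative values; no value below 0 was filed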
HCV core dimer: inhibitors of HCV core protein dimerization, primary screen, biochemical, TR-FRET, high-throughput; hit rate 0.33% among 300,000; TR-FRET GST/Flag-core106 dimerization, 1536-well; AID 1899, 2009; inhibition, % at 5 µM;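 active = inhibition above the mean of all tested compounds plus 3 SD, set per screening campaign, cut at about 45% in these data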
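System: GST-tagged and Flag-tagged HCV core protein residues 1-106 / Input: core106 proteins, GST 13.5 nM and Flag 17 nM / Buffer or medium: KF-containing HEPES buffer, pH 7.45, DTT, CHAPS, BSA / Probe or stimulus: Eu-anti-GST and XL665-anti-Flag labelled anti-tag antibodies / Schedule: 4 h, 22.5 °C incubation / Technique: TR-FRET 671 and 617 nm emission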
PP1 counter: PP1-alpha phosphatase inhibitors, primary screen, counter-screen for PP5 inhibitor project, biochemical, fluorescence, OMFP substrate, single point. purified PP1alpha. hit rate 0.9% among 320,000. AID 2235, 2010. Serine/threonine-protein phosphatase PP1-alpha catalytic subunit (Homo sapiens), P62136. inhibition, % at 6.7 µM;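 active = inhibition above the mean inhibition of all tested compounds plus 3 SD, computed separately for each screening campaign, cut at about 15% in these data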
Target sequence (P62136 whole entry, looked up): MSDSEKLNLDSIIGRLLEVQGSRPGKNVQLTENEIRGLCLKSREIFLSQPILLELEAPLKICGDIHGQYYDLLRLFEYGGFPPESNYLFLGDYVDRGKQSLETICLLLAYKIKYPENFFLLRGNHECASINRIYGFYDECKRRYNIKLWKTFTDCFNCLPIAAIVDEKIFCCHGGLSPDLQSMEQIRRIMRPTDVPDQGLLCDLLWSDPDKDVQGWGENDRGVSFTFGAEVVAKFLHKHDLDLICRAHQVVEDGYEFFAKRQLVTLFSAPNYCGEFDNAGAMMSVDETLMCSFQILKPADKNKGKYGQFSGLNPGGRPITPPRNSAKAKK
Fh CTSL1 inh: Fasciola hepatica cathepsin L1 inhibitors, primary screen, counter-screen for PFM18AAP inhibitor project, biochemical, QFRET, fluorogenic peptide substrate; inhibition, % at 5.96 µM; hit rate 0.49% among 300,000; AID 1906, 2009; recombinant F. hepatica cathepsin L1, Z-Leu-Arg-MCA fluorescence;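 active = inhibition above the mean of all tested compounds plus 3 SD, set per screening campaign, cut at about 17% in these data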;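 also: 0% = plate median of test compound wells and 100% = 1 µM Z-Phe-Ala-diazomethylketone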
proCasp7 act: procaspase-7 activators, primary screen, counter-screen for procaspase-3 activator project, biochemical, absorbance, HTS, human; activation, % at 8.5 µM; Caspase-7 (Homo sapiens), P55210; hit rate 0.093% among 330,000; recombinant procaspase-7, Ac-DEVD-pNA absorbance 405 nm; D23A/D198A/D206A triple mutant, cannot self-cleave; scale: DMSO 0, 5 µM enzyme 100;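 active = percent activation above the screen-wide mean plus 3 SD, cut at about 25% in these data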
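System: Uncleavable procaspase-7 mutant enzyme; Amount: 2 µM procaspase-7 mutant as dispensed; Schedule: 1 h compound preincubation, 2 h substrate cleavage, 25 °C; Measured by: 405 nm absorbance of p-nitroaniline; Evaluation: percent activation from buffer-corrected 0–120 min absorbance change; Control set: low DMSO alone, high DMSO plus 5 µM PC-7.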
GASC-1 inh: inhibitors of GASC-1 histone demethylase, primary screen, biochemical, fluorescence, DELFIA europium; Lysine-specific demethylase 4C (Homo sapiens), Q9H3R0; GST-JMJD2C(1-420) H3K9me3 demethylation; inhibition, % at 2.35 µM; hit rate 0.069% among 330,000; AID 2099, 2009;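 active = more than half of a compound's replicate wells show inhibition beyond 50%, single wells judged on their own value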;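 also: signal counts dimethyl H3K9 product captured on neutravidin plate; 0% = median of DMSO wells and 100% = 0.3 times that DMSO median; strong numbers were not always called active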
Target sequence (Q9H3R0 1-420 limits assumed): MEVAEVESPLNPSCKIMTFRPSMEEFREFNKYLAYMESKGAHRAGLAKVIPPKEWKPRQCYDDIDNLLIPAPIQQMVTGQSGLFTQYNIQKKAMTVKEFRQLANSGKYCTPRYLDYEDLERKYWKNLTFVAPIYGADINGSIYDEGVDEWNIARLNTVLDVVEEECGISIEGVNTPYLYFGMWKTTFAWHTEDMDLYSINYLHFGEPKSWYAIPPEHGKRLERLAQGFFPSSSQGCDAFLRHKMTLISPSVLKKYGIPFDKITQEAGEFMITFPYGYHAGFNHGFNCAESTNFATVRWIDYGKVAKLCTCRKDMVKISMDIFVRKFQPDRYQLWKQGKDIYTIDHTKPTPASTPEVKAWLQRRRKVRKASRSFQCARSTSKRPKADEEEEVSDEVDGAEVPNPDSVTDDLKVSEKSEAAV
proCasp3 act: activators of human procaspase-3 D3A mutant, primary screen, biochemical, absorbance, PC-3 D3A mutant, single concentration. Caspase-3 (Homo sapiens), P42574. recombinant procaspase-3 D3A, Ac-DEVD-pNA absorbance 405 nm. activation, % at 8.5 µM. hit rate 0.11% among 330,000. AID 463141, 2010;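 active = activation above the mean of all tested compounds plus 3 SD, cut at about 21% in these data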;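 also: 0% = DMSO alone and 100% = DMSO wells spiked with extra 5 µM PC-3 D3A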
Target sequence (P42574 whole entry D9A/D28A/D175A): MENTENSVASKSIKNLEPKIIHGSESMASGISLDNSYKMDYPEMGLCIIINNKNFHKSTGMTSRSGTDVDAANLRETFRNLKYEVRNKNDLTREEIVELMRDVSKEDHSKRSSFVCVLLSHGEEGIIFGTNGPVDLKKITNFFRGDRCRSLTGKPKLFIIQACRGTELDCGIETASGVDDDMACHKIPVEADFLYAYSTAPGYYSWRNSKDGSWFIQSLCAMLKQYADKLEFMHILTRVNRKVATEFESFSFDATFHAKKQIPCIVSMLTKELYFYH
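Assay system – Procaspase-3 D3A mutant · Benchmarks – DMSO low control, extra-enzyme high control · Technique – 405 nm absorbance of p-nitroaniline, reads at 0 and 120 min · Doses – 8.5 µM nominal · Measure – % activation between DMSO and enzyme-spiked controls · Also added – Ac-DEVD-pNA chromogenic peptide substrate · Schedule – 1 h compound preincubation, 2 h substrate hydrolysis at 25 °C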
PP5 inh: PP5 phosphatase inhibitors, primary screen, biochemical, fluorescence. hit rate 0.18% among 320,000. purified PP5c, OMFP substrate fluorescence. inhibition, % at 6.7 µM. Serine/threonine-protein phosphatase 5 (Homo sapiens), P53041;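 active = inhibition above the campaign's mean inhibition across all tested compounds plus 3 SD, cut at about 9.5% in these data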;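 also: 0% = DMSO only and 100% = 100 µM cantharidin control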
The depositor's hits bear a star; · = no result given.

no.	structure	VLA-4 inh	GRK2 aptamer HTS	HCV core dimer	PP1 counter	Fh CTSL1 inh
1	C=C(C(=O)c1ccccc1)C(C(=C)C(=O)c1ccccc1)c1ccc(OC)cc1	30	0	8	-5	-3
2	CC1CCCCC12NC(=O)N(CC(=O)Nc1ccc(OC(F)F)cc1)C2=O (centres undefined)	17	0	·	·	·
3	S=c1[nH]cc(Cc2ccccc2)s1	-11	0	-15	-2	6
4	COc1cc(Nc2ccc(C)cc2)c([N+](=O)[O-])nc1[N+](=O)[O-]	4	0	3	2	0
5	Cc1c(NC(=O)CSc2nc3ccc(Cl)cc3[nH]2)c(=O)n(-c2ccccc2)n1C	3	0	-1	-1	1
6	COCC(C)NC(=O)c1nn(Cc2ccccc2)c(=O)c2ccccc12 (centres undefined)	8	4	0	1	1
7	COC(=O)c1ccc(-c2ccc(F)cc2)nc1C	16	0	-4	-2	-1
8	COc1ccc(CCNC(=O)C(C)SCc2ccccc2)cc1 (centres undefined)	6	0	-2	-1	1
9	CCOC(=O)c1cc(-c2ccccc2)n(CCC(=O)N2CCN(c3ccccn3)CC2)c1C	-5	1	9	0	-3
10	Cc1cccc(CN2CCc3c(OCC(=O)N4CCCc5ccccc54)cccc3C2=O)c1	7	0	13	13	1

no.	proCasp7 act	GASC-1 inh	proCasp3 act	PP5 inh
1	9	2	5	1.4
2	4	-5	-4	·
3	-21	-5	-14	-4.5
4	10	18	8	0.5
5	8	-6	3	-0.6
6	10	3	0	1.9
7	10	1	1	-2.9
8	7	4	1	-0.3
9	6	-10	-8	1.8
10	5	1	2	2.9

Going on with the list.
no.	structure	VLA-4 inh	GRK2 aptamer HTS	HCV core dimer	PP1 counter	Fh CTSL1 inh
11	COCCNC(=O)/C(C#N)=C/c1ccc(O)c([N+](=O)[O-])c1	-4	0	0	3	3
12	O=C(NC1(C(F)(F)F)C(=O)Nc2c1c(=O)[nH]c(=O)n2-c1ccccc1)c1ccncc1 (centres undefined)	2	4	-4	2	0
13	Oc1cc2c(cc1CN1CCN(c3ncccn3)CC1)OCO2	12	0	7	0	1
14	CCc1noc(C)c1C(=O)N1CCN(S(=O)(=O)c2ccc(Br)cc2)CC1	0	0	-1	-6	4
15	CC1CCN(S(=O)(=O)c2cccc(C(=O)Nc3nncs3)c2)CC1	0	2	2	2	3
16	CN1CCc2c(sc(NC(=O)CS(=O)(=O)c3ccccc3)c2C(N)=O)C1	10	3	-1	-4	4
17	NS(=O)(=O)c1ccc(CNC(=O)/C=C/c2cccc([N+](=O)[O-])c2)cc1	13	5	-1	7	1
18	Cc1ccsc1/C=N/NC(=O)Cc1cc(=O)[nH][nH]1	11	0	0	-2	2
19	Cn1cccc1/C=N/NC(=O)c1ccncc1	7	0	2	0	3
20	COc1ccc(CC(=O)OC(C)CN2CCCCC2)cc1 (centres undefined)	5	2	-4	-3	2

no.	proCasp7 act	GASC-1 inh	proCasp3 act	PP5 inh
11	-1	24	5	-3.3
12	11	11	2	3.3
13	-32	-13	-28	-0.3
14	-1	28	-9	0.8
15	2	10	-1	2.2
16	0	14	-6	0.3
17	2	7	-3	0.3
18	5	14	2	0.3
19	3	-2	-7	1.4
20	1	6	-3	2.3

Entries listed so far that contain a thiophene ring, fused or not:
no.	structure	VLA-4 inh	GRK2 aptamer HTS	HCV core dimer	PP1 counter	Fh CTSL1 inh
16	CN1CCc2c(sc(NC(=O)CS(=O)(=O)c3ccccc3)c2C(N)=O)C1	10	3	-1	-4	4
18	Cc1ccsc1/C=N/NC(=O)Cc1cc(=O)[nH][nH]1	11	0	0	-2	2

no.	proCasp7 act	GASC-1 inh	proCasp3 act	PP5 inh
16	0	14	-6	0.3
18	5	14	2	0.3

(further entries)
no.	structure	VLA-4 inh	GRK2 aptamer HTS	HCV core dimer	PP1 counter	Fh CTSL1 inh
21	O=C(NCCNC1CCC(c2ccccc2)CC1)c1cccs1 (centres undefined)	-4	0	-4	-1	0
22	C[C@]1(C(=O)NCCCNc2ncc(C(F)(F)F)cc2Cl)C=C[C@@H](Cc2ccccc2)N1C(=O)c1ccccc1	·	·	-13	6	5
23	CC(=O)c1ccc(NC(=O)NCc2ccc(F)cc2)cc1	-3	0	-2	4	-12
24	Oc1cccc(C2c3[nH]c4ccccc4c3CCN2Cc2ccoc2)c1 (centres undefined)	-21	0	4	-4	0
25	COc1ccc(S(=O)(=O)NCCN2CCOCC2)c2ccccc12	-12	3	-3	-3	0
26	CCOc1ccc(CN2CCN(S(=O)(=O)c3ccc(NC(C)=O)cc3)CC2)cc1OC	23	1	-6	-5	-2
27	Cc1ccc(-c2cc3nn(-c4ccccc4)c(N)c3c(=O)o2)cc1	2	1	1	1	-1
28	CC(C)c1nc2sc3c(=O)[nH]c(=S)[nH]c3c2c2c1CCCC2	15	1	16	1	0
29	N#C/C(N)=C(/C#N)N=Cc1cccc(Cl)c1	-10	2	-7	-1	2
30	CCc1ccccc1NC(=S)NC1CC2CCC(C1)N2Cc1ccco1 (centres undefined)	17	0	-1	-6	0

no.	proCasp7 act	GASC-1 inh	proCasp3 act	PP5 inh
21	16	4	7	0.8
22	-10	8	-1	6.3
23	4	-7	1	-0.9
24	-2	-13	1	2.3
25	5	7	5	-0.6
26	13	-2	-1	1.2
27	3	-1	2	2.0
28	13	-3	-1	0.8
29	6	-4	-9	2.0
30	1	-4	3	2.7

Structural class: those above with a CF3 group
no.	structure	VLA-4 inh	GRK2 aptamer HTS	HCV core dimer	PP1 counter	Fh CTSL1 inh
12	O=C(NC1(C(F)(F)F)C(=O)Nc2c1c(=O)[nH]c(=O)n2-c1ccccc1)c1ccncc1 (centres undefined)	2	4	-4	2	0
22	C[C@]1(C(=O)NCCCNc2ncc(C(F)(F)F)cc2Cl)C=C[C@@H](Cc2ccccc2)N1C(=O)c1ccccc1	·	·	-13	6	5

no.	proCasp7 act	GASC-1 inh	proCasp3 act	PP5 inh
12	11	11	2	3.3
22	-10	8	-1	6.3

(cont.)
no.	structure	VLA-4 inh	GRK2 aptamer HTS	HCV core dimer	PP1 counter	Fh CTSL1 inh
31	CN(C)C(=S)SCC(=O)Nc1cccc(C(F)(F)F)c1	0	0	-1	-1	1
32	CCOC(=O)c1ccc(-c2ccc(CO)o2)cc1	8	1	10	-8	3
33	COc1ccc(/C=C2\NC(=S)N(CC3CCCO3)C2=O)c(OC)c1C (centres undefined)	21	0	-17	0	3
34	Cn1c(NC2CCCCC2)c(N=O)c(=O)n(C)c1=O	-2	0	-3	6	0
35	COC(=O)c1cc(Br)c(=O)n(-c2ccc(OC)cc2)c1	-1	2	8	0	2
36	CC(=O)C1=C(c2ccc(Br)cc2)C(=O)c2ccccc2C1=O	-1	2	-18	8	-3
37	COc1ccc(NC(=O)CCC(=O)Nc2nnc(C(F)(F)F)s2)c(OC)c1	-2	0	-2	-3	-2
38	CN(C)C(=O)CSc1nnc(NC(=O)CCc2ccccc2)s1	4	3	0	-6	-2
39	COc1cc(OC)c(C2CC(=O)N3CN(C)CSC3=C2C#N)cc1OC (centres undefined)	15	0	4	-7	1
40	COC(=O)CN(c1c(C)cccc1C)S(C)(=O)=O	11	1	-3	-2	-2

no.	proCasp7 act	GASC-1 inh	proCasp3 act	PP5 inh
31	-5	5	4	5.5
32	-8	3	-8	0.4
33	-10	-2	-13	1.4
34	6	2	-1	1.2
35	6	5	-7	-2.9
36	-5	15	-10	11*
37	16	92	-2	0.0
38	7	4	2	-1.7
39	-29	4	-19	-1.9
40	-1	6	1	3.6

Next section, overlapping the part above by 6 compounds.
no.	structure	VLA-4 inh	GRK2 aptamer HTS	HCV core dimer	PP1 counter	Fh CTSL1 inh
35	COC(=O)c1cc(Br)c(=O)n(-c2ccc(OC)cc2)c1	-1	2	8	0	2
36	CC(=O)C1=C(c2ccc(Br)cc2)C(=O)c2ccccc2C1=O	-1	2	-18	8	-3
37	COc1ccc(NC(=O)CCC(=O)Nc2nnc(C(F)(F)F)s2)c(OC)c1	-2	0	-2	-3	-2
38	CN(C)C(=O)CSc1nnc(NC(=O)CCc2ccccc2)s1	4	3	0	-6	-2
39	COc1cc(OC)c(C2CC(=O)N3CN(C)CSC3=C2C#N)cc1OC (centres undefined)	15	0	4	-7	1
40	COC(=O)CN(c1c(C)cccc1C)S(C)(=O)=O	11	1	-3	-2	-2
41	O=C(c1cc(S(=O)(=O)N2CCOCC2)ccc1Cl)N1CCN(c2ccccn2)CC1	-4	5	-2	-2	-4
42	CCOC(=O)COn1c(=O)c(-c2ccc(C)cc2)[n+]([O-])c2ccccc21	-6	0	-17	-8	20*
43	C=CCN(C(=O)Cn1nnc2ccccc21)C(C(=O)NCCOC)c1ccc(OC)cc1OC (centres undefined)	10	0	0	4	-1
44	C=CCOc1c2ccc(C(=O)NCc3ccc(C)cc3)cc2nn1C	-5	6	7	-3	-2
45	NC(=O)CC(NC(=O)c1ccccc1)c1ccc(NCCCN2CCCC2=O)c([N+](=O)[O-])c1 (centres undefined)	-2	0	6	-2	-2
46	O=C(O)CCN1C(=O)/C(=C\c2ccc(OCc3ccccc3)c(OCc3ccccc3)c2)SC1=S	25	0	6	-1	1
47	CC(=O)N(CCN(C)C)c1nc2cc3c(cc2s1)OCCO3	9	2	-8	-3	-7
48	CN(Cc1ccc(OC(F)F)cc1)C(=O)/C=C/c1ccc(S(=O)(=O)N2CCOCC2)cc1	11	0	·	·	·

no.	proCasp7 act	GASC-1 inh	proCasp3 act	PP5 inh
35	6	5	-7	-2.9
36	-5	15	-10	11*
37	16	92	-2	0.0
38	7	4	2	-1.7
39	-29	4	-19	-1.9
40	-1	6	1	3.6
41	1	0	4	0.6
42	1	8	2	-7.9
43	1	13	0	1.5
44	10	104	9	0.3
45	-4	9	-9	1.2
46	4	-6	-8	0.5
47	8	1	0	-1.1
48	9	-3	-4	·
